# Screening data as filed in PubChem BioAssay.
# Arr AP2 block – inhibitors of beta-arrestin/AP2 binding, primary screen, biochemical, GPCR trafficking, flow cytometry; inhibition, % at 10 µM; actives 0.31% (n = 340,000); FITC-arrestin peptide / GST-AP2 beads; AP2 beta2 appendage carries R879A mutation; AID 504490, 2011;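 active = inhibition above a set limit, near 3 SD of compounds lacking own fluorescence, cut at about 54% in these data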;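 note: plate controls were DMSO wells for no effect and 5 µM unlabelled arrestin peptide for full effect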
#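 test system = AP2 appendage R879A on GSH beads | buffer or medium = PBS plus Tween 20 (0.05%) and BSA (0.1%) | incubation = 12 min plus 1 h, RT | detection = bead flow cytometry, FITC channel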
# cardiac RTF act – cardiac RTF calcium sensitivity activators, primary screen, biochemical, IANBD-TnC fluorescence, EC20 calcium | Troponin I, cardiac muscle (Homo sapiens) + Troponin T, cardiac muscle (Homo sapiens) + … | IANBD-labeled TnC RTF fluorescence at EC20 calcium; 0% EC20 calcium, 100% full calcium | activation, % at 7.2 µM | actives 0.24% (n = 340,000) | AID 493008, 2010;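 active = activation above the mean over all tested compounds plus 3 SD, cut at about 30% in these data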;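 note: rise in fluorescence read as greater calcium sensitivity of cardiac thin filaments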
# Wnt act – Wnt/beta-catenin pathway activators, primary screen, cell-based, plate reader, single point | Wnt/beta-catenin reporter cell assay, activator | activation, % at 9.35 µM | actives 1.2% (n = 300,000); in the data active = activation above about 30%, passing the limit was not always enough;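 note: 0% = neutral control wells and 100% = positive control wells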
# Pemphigus Ab inh – inhibitors of pemphigus antibody binding to DSG3, primary screen, biochemical, bead-based, flow cytometry, scFv-GFP. actives 0.48% (n = 310,000). binding (percent of control), % at 10 µM. Desmoglein-3 (Homo sapiens), P32926. DSG3-coupled beads, scFv-anti-DSG3-GFP binding; hits give low values;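 active = binding more than 3 SD below its plate's average and above zero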;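 note: hits lower antibody fragment binding to DSG3; some compounds called inactive have numbers as strong as hits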
# MOR-DOR ag – agonists of OPRM1-OPRD1 heterodimerization, primary screen, cell-based, luminescence | Mu-type opioid receptor (Homo sapiens) + Delta-type opioid receptor (Homo sapiens), … | cells | activation, % at 9.3 µM | actives 0.3% (n = 340,000) | AID 504326, 2011; in the data active = activation above about 18%;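 note: 0% = vehicle-treated cells and 100% = reference agonist; values of inactives mirror those of a sister screen read the other way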
# C-LANA FP – inhibitors of KSHV C-LANA binding to DNA, primary screen, biochemical, fluorescence polarization, FAM-LBS DNA, MBP-C-LANA, single point. Kaposi's sarcoma herpesvirus LANA C-terminal domain (residues 932-1162) DNA binding. inhibition, % at 9 µM. actives 0.078% (n = 340,000);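 active = highest replicate inhibition at or above 60% at 9 µM, even if other replicates fall short; inactive = all replicates below 60% inhibition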;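 note: 0% = neutral control wells and 100% = 4 µM acridine orange control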
# V-ATPase pH – regulators of yeast V-ATPase proton pumping, primary screen, pHLuorin cytosolic pH fluorescence. response, % at 10 µM. S. cerevisiae. actives 0.37% (n = 350,000); in the data active = response mostly above about 7.3%, no sharp cut-off; inactive = mostly below about 5.4%; note: actives read high; inactives centre near 0; some compounds called inactive have numbers as strong as hits; reference of the scale not given here
# Keap1-Nrf2 PPI – Keap1-Nrf2 protein-protein interaction inhibitors, primary screen, biochemical, fluorescence polarization, single point; Kelch-like ECH-associated protein 1 (Homo sapiens), Q14145; Keap1 Kelch-Nrf2 peptide fluorescence polarization, 1536-well; inhibition, % at 9.4 µM; actives 0.15% (n = 340,000); AID 504523, 2011; in the data active = inhibition above about 12%;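 note: human Keap1 Kelch domain with fluorescein labeled Nrf2 9mer peptide probe; 0% = neutral control wells and 100% = peptide positive control; higher means more block of Keap1 binding to Nrf2 peptide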
# Target sequence (Q14145 whole entry, looked up, the tested form may be a part): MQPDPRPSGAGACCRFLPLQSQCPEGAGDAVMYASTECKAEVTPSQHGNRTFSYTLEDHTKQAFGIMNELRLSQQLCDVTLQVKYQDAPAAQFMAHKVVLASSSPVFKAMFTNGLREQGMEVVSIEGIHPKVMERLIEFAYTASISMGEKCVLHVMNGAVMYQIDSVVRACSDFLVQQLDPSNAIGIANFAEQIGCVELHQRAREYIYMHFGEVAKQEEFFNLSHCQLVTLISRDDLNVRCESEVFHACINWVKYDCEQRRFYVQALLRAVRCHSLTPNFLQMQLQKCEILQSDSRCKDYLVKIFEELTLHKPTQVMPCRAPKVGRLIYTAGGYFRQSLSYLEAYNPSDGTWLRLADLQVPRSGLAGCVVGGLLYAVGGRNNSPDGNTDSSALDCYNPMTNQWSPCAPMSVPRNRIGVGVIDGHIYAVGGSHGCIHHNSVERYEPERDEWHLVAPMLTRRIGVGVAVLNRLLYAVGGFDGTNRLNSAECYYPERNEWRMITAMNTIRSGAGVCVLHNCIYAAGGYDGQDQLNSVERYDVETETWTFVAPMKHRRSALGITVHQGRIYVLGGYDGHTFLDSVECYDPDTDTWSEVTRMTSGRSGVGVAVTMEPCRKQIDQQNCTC
# Cardiac RTF inh – cardiac RTF calcium sensitivity inhibitors, primary screen, biochemical, IANBD-TnC fluorescence, EC70 calcium; IANBD-labeled cardiac RTF, Ca2+ fluorescence; actives 0.12% (n = 340,000); inhibition, % at 7.15 µM;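 active = inhibition above the mean inhibition of all tested compounds plus 3 SD, cut at about 17% in these data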;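 note: assay run at fixed EC70 calcium of 1.6 mM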
# MOR-DOR inv ag – inverse agonists of MOR-DOR heterodimerization, primary screen, cell-based, luminescence. cell-based MOR-DOR heterodimer luminescence, inverse agonism. inhibition, % at 9.3 µM. actives 0.21% (n = 340,000); in the data active = inhibition above about 22%, passing the limit was not always enough;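 note: 0% = cells with DMSO and 100% = wells without cells with DMSO; values of inactives mirror those of a sister screen read the other way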
# The depositor's hits bear a star; · = not tested or not shown.
SMILES,Arr AP2 block,cardiac RTF act,Wnt act,Pemphigus Ab inh,MOR-DOR ag,C-LANA FP,V-ATPase pH,Keap1-Nrf2 PPI,Cardiac RTF inh,MOR-DOR inv ag
COc1ccc(/C=N/NC(=O)c2ccncc2)cc1Cn1nc([N+](=O)[O-])c(Br)c1C,1,-2,-2,101,-2.2,-0.1,3,-1,1,12
O=C(Cc1c(Cl)cccc1Cl)N/N=C/c1cccnc1,-20,0,-1,·,-2.3,-0.6,1,-4,7,12
CCC1(c2ccccc2)NC(=O)N(CC(=O)Nc2ccc(S(=O)(=O)N3CC(C)CC(C)C3)cc2)C1=O (stereo not drawn),5,-10,0,82,2.5,0.4,-1,-10,-1,-16
Cn1c(=NC(=O)c2ccc3c(c2)OCCO3)sc2cc(S(C)(=O)=O)ccc21,0,0,-1,112,-0.1,1.1,0,-3,3,1
N#Cc1ccc(CN2C(=O)NC3(CCCCCC3)C2=O)cc1,10,-4,0,115,-0.2,0.3,0,-1,-2,1
CCC(C)(C(=O)NC1CCCCC1)N(Cc1ccco1)C(=O)CNC(=O)c1ccccc1 (stereo not drawn),20,-3,·,104,-2.6,-0.2,1,-8,1,15
COCc1cc(=O)n2[nH]c(SCc3ccccc3)nc2n1,16,2,·,111,-3.2,5.5,-2,-1,-7,16
COc1ccc(CC2(CO)CCN(Cc3cnn(C)c3C)CC2)cc1,-23,5,-1,99,-1.3,0.8,-4,-1,3,7
Cc1cc(C)nc(NS(=O)(=O)c2ccc(N/C=C/C(=O)c3ccc(Cl)c(Cl)c3)cc2)n1,8,9,·,97,-1.0,2.6,-6,3,-13,4
COc1ccc(C2C(C(=O)c3sc(C)nc3C)=C(O)C(=O)N2CCCn2ccnc2)cc1 (stereo not drawn),-3,-3,17,96,-3.5,0.3,-3,-2,-4,18
O=C(Cc1ccccc1[N+](=O)[O-])NNC(=O)c1ccncc1,4,-5,5,100,-2.3,1.9,-4,-1,-1,9
O=C1C[C@@H]2c3c(cccc3CN1Cc1ccc(Cl)cc1)C[C@@H](O)[C@H]2O,-6,8,-5,102,-2.5,1.3,-1,3,-8,14
COC(=O)c1c(C)[nH]c(C(=O)OC(C)C(=O)N(C)C2CCCCC2)c1C (stereo not drawn),39,-7,1,103,0.4,-0.9,0,-2,-4,-2
CCOC(=O)Cn1nnnc1CN(Cc1cccs1)Cc1cc2cc(C)ccc2[nH]c1=O,15,1,·,·,-0.3,1.3,3,-4,-15,2
O=C(CCCn1c(=S)[nH]c2ccsc2c1=O)NCc1ccco1,0,0,·,101,0.3,0.2,-2,1,-8,-2
CC(C)N1CCN(Cc2ccc(Oc3ncccn3)cc2)CC1CCO (stereo not drawn),26,-2,-3,91,-2.2,1.8,2,-2,4,11
Cc1ccc(NC(=O)CCN2CCN(CCO)CC2)cc1Br,12,11,-4,105,-3.0,0.8,0,2,-1,15
CCc1ccc(OCc2nnc(SCC(=O)NCc3ccco3)o2)cc1,24,-3,-9,·,-3.0,-0.5,0,1,-9,18
O=[N+]([O-])c1ccc(N=Cc2c(O)ccc3ccccc23)cc1,1,1,0,98,-0.1,-0.4,0,-2,1,0
CC(SCc1ccccc1)C(=O)Nc1ccccc1F (stereo not drawn),1,-3,0,108,-1.0,0.1,1,9,-1,5
CSCCC(NC(=O)c1ccco1)C(=O)NC1CCCCCC1 (stereo not drawn),-2,0,3,98,-2.3,-3.0,1,1,1,13
O=C(CNC(=O)c1cccs1)N/N=C/c1ccc(O)cc1O,-9,-7,-3,99,-1.7,1.1,-3,-2,-10,10
CN(C(=O)CSc1nnnn1-c1ccc(O)cc1)C1CCCCC1,-14,4,-1,·,-3.6,-0.1,3,0,3,14
Cc1cc(/C=N/NC(=O)CC2(C)OCCO2)c(C)n1-c1ccc(Cl)c(Cl)c1,-3,-2,0,·,0.0,0.7,5,0,-1,0
Cc1ccccc1N(CC(=O)NCc1ccccc1)C(=O)CCC(=O)Nc1nccs1,17,-5,-2,118,-1.5,-1.0,-4,3,-3,8

# For reference, some entries already given:
SMILES,Arr AP2 block,cardiac RTF act,Wnt act,Pemphigus Ab inh,MOR-DOR ag,C-LANA FP,V-ATPase pH,Keap1-Nrf2 PPI,Cardiac RTF inh,MOR-DOR inv ag
CCC1(c2ccccc2)NC(=O)N(CC(=O)Nc2ccc(S(=O)(=O)N3CC(C)CC(C)C3)cc2)C1=O (stereo not drawn),5,-10,0,82,2.5,0.4,-1,-10,-1,-16
Cn1c(=NC(=O)c2ccc3c(c2)OCCO3)sc2cc(S(C)(=O)=O)ccc21,0,0,-1,112,-0.1,1.1,0,-3,3,1
N#Cc1ccc(CN2C(=O)NC3(CCCCCC3)C2=O)cc1,10,-4,0,115,-0.2,0.3,0,-1,-2,1
CCC(C)(C(=O)NC1CCCCC1)N(Cc1ccco1)C(=O)CNC(=O)c1ccccc1 (stereo not drawn),20,-3,·,104,-2.6,-0.2,1,-8,1,15
COCc1cc(=O)n2[nH]c(SCc3ccccc3)nc2n1,16,2,·,111,-3.2,5.5,-2,-1,-7,16
COc1ccc(CC2(CO)CCN(Cc3cnn(C)c3C)CC2)cc1,-23,5,-1,99,-1.3,0.8,-4,-1,3,7
Cc1cc(C)nc(NS(=O)(=O)c2ccc(N/C=C/C(=O)c3ccc(Cl)c(Cl)c3)cc2)n1,8,9,·,97,-1.0,2.6,-6,3,-13,4
COc1ccc(C2C(C(=O)c3sc(C)nc3C)=C(O)C(=O)N2CCCn2ccnc2)cc1 (stereo not drawn),-3,-3,17,96,-3.5,0.3,-3,-2,-4,18
O=C(Cc1ccccc1[N+](=O)[O-])NNC(=O)c1ccncc1,4,-5,5,100,-2.3,1.9,-4,-1,-1,9
O=C1C[C@@H]2c3c(cccc3CN1Cc1ccc(Cl)cc1)C[C@@H](O)[C@H]2O,-6,8,-5,102,-2.5,1.3,-1,3,-8,14

# Additional results
SMILES,Arr AP2 block,cardiac RTF act,Wnt act,Pemphigus Ab inh,MOR-DOR ag,C-LANA FP,V-ATPase pH,Keap1-Nrf2 PPI,Cardiac RTF inh,MOR-DOR inv ag
COc1ccc(/C=N/OCc2ccccc2C#N)c(OC)c1,-3,1,20,102,4.3,-0.3,4,-1,-1,-21
Cc1cccc(N(CC(=O)N2CCOCC2)S(C)(=O)=O)c1,4,1,·,·,-3.5,-3.0,1,-5,-8,16
CCN(CC)c1ccc(NC(=O)c2cccc(OC)c2)c(C)c1,6,6,-2,87,-2.5,-1.9,-1,1,4,14
CCOC(=O)C1CCN(Cc2c(O)ccc3ccccc23)CC1,0,-2,·,·,1.0,-2.3,2,-7,-5,-5
CCCCCSc1nc(O)cc(=O)[nH]1,13,-1,·,103,-3.1,-0.7,1,-2,-1,13
C/C(=N/NC(=O)C1CCCC1)c1ccc(NC(=O)C(F)(F)F)cc1,4,-9,1,·,-2.5,-3.2,-2,-2,3,14
Cc1cc(=O)oc2cc(OCC(=O)OCC(=O)N3CCc4ccccc43)ccc12,-4,-1,·,111,-0.6,-0.5,-3,-1,-4,3
COCCCNC(=O)CCCOc1ccccc1,10,-3,6,84,-0.2,-0.1,3,1,-14,1
COc1ccc(NC(=O)c2cn(CCC#N)nc2-c2cc3ccccc3o2)cc1,14,-2,1,99,-1.8,-1.2,1,3,0,9
CC(C)(C)OC(=O)CNC(=O)c1[nH]cnc1C(=O)N[C@@H](Cc1ccccc1)C(=O)OC(C)(C)C,2,14,-2,103,-0.5,2.6,-1,-2,1,2
c1ccc(-c2noc(C34CC5CC(CC(C5)C3)C4)n2)nc1,6,2,·,102,-2.9,-0.1,1,2,18*,17
CCCCC(=O)Nc1nnc(S(=O)(=O)N2CCCCCC2)s1,0,-3,5,91,2.1,1.4,0,3,-8,-11
CCOC(=O)c1ccc(NC(=O)COc2coc(CN3CCc4ccccc43)cc2=O)cc1,7,0,2,107,3.7,-0.4,-1,1,-5,-20
Cc1[nH]c(=O)nc(NN=Cc2ccc(Cl)cc2)c1C(=O)Nc1ccc(Cl)cc1,6,-2,-6,99,-3.9,-1.3,-2,1,-1,17
O=C(NCCc1ccc(F)cc1)c1cccc(NC(=O)c2ccccc2)c1,27,-3,5,99,-2.2,-0.9,-1,1,-2,10
CC(=O)NC(c1ccc(F)cc1)c1cccnc1 (stereo not drawn),12,2,·,117,0.3,1.3,3,-1,3,-1
O=C(C1CCCN1S(=O)(=O)c1cccc2cccnc12)N1CCc2ccccc21 (stereo not drawn),1,5,-3,109,-0.7,0.3,1,-12,-8,3
CC(C)CCCCCCCCCCCCC(=O)NCC(=O)NC1C(C)OC(Nc2ncnc3nc[nH]c23)C(O)C1O (stereo not drawn),37,-8,-9,97,-4.5,1.8,-2,-2,3,20
Cc1ccc(C2=NS(=O)(=O)N(C)C(C(=O)Nc3ccc4c(c3)OCO4)=C2)cc1,-1,4,4,111,0.3,-1.3,4,-4,1,-2
CN(Cc1cc2ccccc2[nH]c1=O)C(=O)c1cccs1,9,3,-1,98,-2.6,-0.5,0,1,-1,13
COc1ccccc1N1CCN(C(=O)c2ccc3[nH]c(C)c(C)c3c2)CC1,0,3,-15,119,-1.7,-0.1,1,0,-8,8
CCCS(=O)(=O)c1nc(S(=O)(=O)c2ccc(C)cc2)c(NCCCN2CCCC2=O)s1,-5,-2,-2,·,-1.8,-0.1,-2,-5,-4,9
C[C@@H]1NC(=O)c2cc([N+](=O)[O-])cc(F)c2NCCC[C@@H](C(N)=O)NC(=O)[C@H](CC(N)=O)NC1=O,4,4,1,97,-2.4,2.5,-4,3,-4,13
CC(C1CC2CCC1C2)n1c(-c2ccco2)n[nH]c1=S (stereo not drawn),-1,-6,-2,97,2.1,-0.6,2,-1,-3,-12
O=C(COc1ccc([N+](=O)[O-])cc1)NC(C(=O)O)C(O)c1cccc([N+](=O)[O-])c1 (stereo not drawn),-6,4,9,99,-1.7,-0.1,1,-2,0,9
Cc1ccc(C)c2c1cc(C)c1nnc(SCC(=O)c3cccs3)n12,-3,-3,9,98,0.0,0.2,-1,0,-16,0
CCn1c(=NC(=O)CSCC(=O)Nc2nccs2)sc2ccccc21,-9,-2,·,·,-1.9,-0.5,-3,-2,-7,8
